GSK3A inh: human GSK-3 alpha kinase inhibition. P49840. ADP-Glo luminescence, 60 min. inhibition, % at 10 µM. 0.1% of 320,000 active;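 in the data active = inhibition above about 50%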;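 note: GST-tagged GSK-3 alpha with peptide substrate and 25 µM ATP; 0% = DMSO neutral wells and 100% = GW8510 positive control wells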
Target sequence (P49840 whole entry, looked up): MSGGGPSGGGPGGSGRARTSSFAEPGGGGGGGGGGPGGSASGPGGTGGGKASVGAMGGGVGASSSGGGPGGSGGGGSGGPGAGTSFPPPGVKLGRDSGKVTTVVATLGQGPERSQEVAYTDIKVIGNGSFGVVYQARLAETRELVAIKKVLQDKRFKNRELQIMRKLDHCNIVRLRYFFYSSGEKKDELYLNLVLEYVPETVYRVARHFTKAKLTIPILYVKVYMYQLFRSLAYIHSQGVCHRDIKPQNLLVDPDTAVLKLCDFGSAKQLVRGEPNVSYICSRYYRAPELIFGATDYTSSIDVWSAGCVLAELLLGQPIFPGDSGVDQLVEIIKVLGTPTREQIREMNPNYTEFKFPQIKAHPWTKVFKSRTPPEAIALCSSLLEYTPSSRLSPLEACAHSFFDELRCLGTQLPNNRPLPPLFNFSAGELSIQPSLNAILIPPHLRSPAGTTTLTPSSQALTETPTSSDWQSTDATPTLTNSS
IEC-6 tox: kills IEC-6 intestinal cells in KLF5 counter-screen; AID 1825; IEC-6 cytotoxicity, luminescence viability; 0.78% of 290,000 active; inhibition, % at 5 µM; in the data active = inhibition above about 22%;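 note: 0% = plate median of test compound wells and 100% = cytotoxic reference compound wells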
HSP90 inh: blocks HSP90-mediated luciferase refolding in reticulocyte lysate; Rabbit reticulocyte lysate, luciferase refolding luminescence, 3 h; inhibition, % at 5.6 µM; 0.91% of 290,000 active; AID 1789;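 active = inhibition above the screen-wide mean plus 3 SD, computed separately per campaign, cut at about 16% in these data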;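 note: 0% = DMSO wells and 100% = 60 µM geldanamycin wells; inhibitors lower the luminescence because luciferase stays unfolded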
HSF1 inh: HSF1 inhibition; NIH3T3-HGL HSE-luciferase, MG132-induced, luminescence 8 h; stronger effect = lower value; activity change, negative = inhibition, % at 7.5 µM (by protocol); 0.77% of 300,000 active; AID 2098;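 active = more than half of replicate wells show activity change below -50%, luminescence cut by over half; inconclusive = some wells, but at most half, below -50%; inactive = no replicate well below -50%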;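 note: luciferase reports HSF-1 transcriptional activity via heat shock element; 0% = median of DMSO wells and -100% = zero luminescence signal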
HSF-1 act: increases HSF-1 driven luciferase reporter signal. NIH3T3-HGL HSF-1 luciferase reporter, MG132, 8 h; 100% = twice DMSO control signal. 1.7% of 300,000 active. activation, % at 9 µM;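 active = mean replicate activation of at least 50% with a set share of replicates each reaching 50%; inconclusive = only one of those two conditions met; inactive = mean below 50% and too few replicates reaching it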;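 note: 0% = median of the neutral control wells and 100% = twice that signal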
GSK3B inh: blocks human GSK3beta kinase activity; 0.038% of 300,000 active; GST-GSK3beta kinase, ADP-Glo luminescence, 60 min; stronger effect = lower value; P49841; activity score (negative = inhibition), % at 10 µM; AID 2097;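 active = more than half of replicate wells score below -50%, meaning over 50% inhibition versus plate controls; inconclusive = some replicates but at most half score below -50%; inactive = no replicate scores below -50%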;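 note: 0% = median DMSO wells and -100% = median GW8510 positive control wells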
Target sequence (P49841 whole entry, looked up): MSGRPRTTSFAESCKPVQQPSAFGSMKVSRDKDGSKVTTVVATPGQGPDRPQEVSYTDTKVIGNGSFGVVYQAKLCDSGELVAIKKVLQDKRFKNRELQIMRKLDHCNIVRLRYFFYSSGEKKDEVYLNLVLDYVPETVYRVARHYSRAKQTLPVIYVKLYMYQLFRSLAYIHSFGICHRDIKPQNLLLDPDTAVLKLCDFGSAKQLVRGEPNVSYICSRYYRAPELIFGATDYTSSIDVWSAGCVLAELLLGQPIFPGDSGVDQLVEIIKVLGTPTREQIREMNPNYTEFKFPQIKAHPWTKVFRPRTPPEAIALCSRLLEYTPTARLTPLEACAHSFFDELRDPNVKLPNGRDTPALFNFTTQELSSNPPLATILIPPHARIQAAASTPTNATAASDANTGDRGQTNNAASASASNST
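test system = GST-tagged human GSK3beta kinase, cell-free | reagent = 25 µM ATP with peptide substrate | dosing = one dose of 10 µM per compound | schedule = 60 min reaction, RT | detection = luminescent ADP-Glo measurement of ADP formed | control set = DMSO neutral wells and GW8510 at 20 µM as positive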
aSyn UTR inh: 5' untranslated region of α-synuclein, MLPCN primary screen. alpha-synuclein 5'UTR reporter, inhibitor activity. inhibition, % (tested at 7.5 µM). 0.82% of 300,000 active; in the data active = inhibition above about 60%; inconclusive = no clear call, values can overlap the other calls;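 note: H4 neuroglioblastoma cells stably carrying SNCA 5'UTR luciferase fusion; 0% = DMSO wells and 100% = positive control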
KLF5 inh: inhibitors of KLF5 expression; DLD-1 KLF5 promoter-luciferase reporter, luminescence; inhibition, % at 5 µM; 0.23% of 290,000 active;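 active = inhibition above a per-plate limit of that plate's mean compound inhibition plus 3 SD, cut at about 60% in these data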;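 note: 0% = DMSO wells and 100% = LY294002 at 200 µM; higher means less KLF5 promoter-driven luciferase light; inactives centre near -14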
Platelet DG rel: platelet dense granule release activity; human platelet-rich plasma, SFLLRN dense granule ATP release, luminescence; inhibition, %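 (compounds screened at 7.5 µM in platelet-rich plasma)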; 0.22% of 300,000 active; AID 1663;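 active = mean replicate score, as percent of positive control, at or above 50; inconclusive = mean below 50 but at least one replicate at or above 50; inactive = mean and every replicate below 50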
Dyrk1A ADPGlo: Dyrk1A (rat) kinase inhibition; ADP-Glo luminescence, NFATc1 peptide; inhibition, % at 12.5 µM; 0.43% of 310,000 active; in the data active = inhibition above about 50%;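 note: plate controls were vehicle with enzyme for no effect and no enzyme for full effect; many of its hits are not listed in these tables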
* hit, by the source's call; ? = inconclusive; / = not tested or not shown. This is a subset; rates above refer to the full screens.

SMILES	GSK3A inh	IEC-6 tox	HSP90 inh	HSF1 inh	HSF-1 act	GSK3B inh	aSyn UTR inh	KLF5 inh	Platelet DG rel	Dyrk1A ADPGlo
COc1ccc(OCC(=O)N/N=C2\CCc3ccccc32)cc1	-2	5	6	-4	7	4	-12	-22	-2	3
Cc1cccc(CNc2ncc(-c3cccc([N+](=O)[O-])c3)n2C)c1	0	5	0	-6	-4	2	7	4	-1	3
CSc1cccc(NS(=O)(=O)c2ccc(-c3coc(C)n3)cc2)c1	0	3	-4	-2	-8	6	-4	-7	3	2
COc1ccc(OC)c(CN2CCN(CCc3ccccc3)C(CCO)C2)c1 (stereo not drawn)	1	1	3	0	11	-2	13	-17	-4	-2
Cc1cc(C)n(/N=C/c2ccccc2O)c(=O)c1	-1	4	-3	-4	-2	0	-6	-30	1	-5
Cc1ccc(N(CC(=O)N=Nc2c(O)[nH]c3ccccc23)S(C)(=O)=O)c(C)c1	-3	-5	-2	-3	4	1	-9	2	-6	2
CC(=O)c1ccc(NC(=O)CSc2nnc(-c3ccco3)c(-c3ccco3)n2)cc1	6	-14	-3	16	23	4	2	-12	2	-1
COC(=O)c1cccc(S(=O)(=O)N2CCC(c3nc4ccccc4o3)CC2)c1	0	6	1	6	33	2	17	-5	7	/
COc1ccc(C(=O)NNC(=S)NC(=O)c2ccc(Br)o2)cc1OC	-2	-3	0	-2	3	0	-14	-4	-1	/
Cc1ccc(C(=O)NNC2CC(=O)N(c3ccc4c(c3)OCCO4)C2=O)cc1 (stereo not drawn)	0	1	3	-1	-3	2	-55	-23	-4	-8
CC(C)Cc1nnc(NC(=O)CCC(=O)N2CCN(c3ccc(F)cc3)CC2)s1	1	-9	-7	-7	12	1	26	-12	-22	6
COc1ccc2nc3ccccc3nc2c1NC(=O)c1ccccc1Cl	0	-2	-1	-3	9	0	3	-12	3	-1
C/C(=C\c1ccccc1)CN1CCN(Cc2ccc(C)o2)C(CCO)C1 (stereo not drawn)	-2	6	6	-4	4	0	27	-7	4	-4
N#CC1=C(N)SC(N)=C(C#N)C1c1cccc(O)c1	24	0	-5	-8	-4	-1	-1	6	-2	49
COC(=O)CCCC(=O)N1CCCC(CCC(=O)NCc2ccc(F)c(F)c2)C1 (stereo not drawn)	-1	-3	-2	2	10	-3	-5	-29	10	6
COc1ccccc1NCc1cc(=O)oc2c(C)c(O)ccc12	5	1	0	-10	12	-3	-8	-35	6	26
Cc1ccc(S(=O)(=O)Nc2ccc(C(=O)NCc3ccncc3)cc2)cc1	0	-4	3	0	1	0	-25	-19	-4	3
COc1ccc(C2=C(CC(=O)O)C(=O)CC2)cc1	-5	-8	-1	-8	1	0	24	-14	-23	0
N#Cc1nc(COc2ccc(F)cc2)oc1NCCCn1ccnc1	-1	8	-1	8	14	0	15	-2	0	1
Cc1[nH]n(-c2cccc3ccccc23)c(=O)c1/C=N/NC(=O)c1cccc([N+](=O)[O-])c1	3	-1	0	-3	23	-2	-2	9	7	4
COc1ccc(C(=O)NCc2cc3ccccc3n2C)cc1	-1	-6	-2	20	8	-1	-92	-59	-9	-1
O=C(O)CCC1(CCC(=O)O)c2ccccc2-c2ccccc21	1	4	-1	-1	0	0	-5	-25	-2	3
CCCOC(=O)C(=O)NNc1ccccc1	/	7	3	-2	-21	1	-1	-16	-1	-8
COc1cccc(-c2cc(C(=O)O)no2)c1	-5	-2	0	2	5	3	-4	2	5	/
O=C(Cn1[nH]c(=O)c2ccccc2c1=O)OCC(=O)N1CCCc2ccccc21	-2	-6	-3	4	-4	3	-17	-14	0	7
New compounds follow:
SMILES	GSK3A inh	IEC-6 tox	HSP90 inh	HSF1 inh	HSF-1 act	GSK3B inh	aSyn UTR inh	KLF5 inh	Platelet DG rel	Dyrk1A ADPGlo
COC(=O)CCC(=O)OC1(C)C(=O)C2=COC(c3ccc(OC)cc3)=CC2=C(Br)C1=O (stereo not drawn)	3	/	/	8	40	-2	-9	/	1	/
CCCCn1c(Cc2ccccc2)n[nH]c1=S	/	-6	1	-3	4	-2	6	-7	13	1
CCOc1ccc(OCC)c(NC(=O)CSc2nnc(Cn3cnc4ccccc43)n2C)c1	-3	1	2	/	/	/	/	4	/	-4
COc1ccc(OC)c(Nc2nc(-c3ccncc3)nc3ccccc23)c1	-3	-6	0	-11	-14	0	-32	-7	3	5
CC(=O)Nc1ccc(NC(=O)C(C)Oc2ccc(Cl)cc2Cl)cc1 (stereo not drawn)	-1	-3	-5	11	27	4	12	-16	2	-2
Clc1nccnc1-c1ccccc1	0	6	0	0	-13	2	6	6	10	2
CN(C(=O)OCc1ccccc1)C(CC(N)=O)C(=O)O (stereo not drawn)	0	1	3	14	26	1	18	-22	1	0
CC(=O)c1cc(CN2CCN(CC=C(C)C)C(CCO)C2)cs1 (stereo not drawn)	-3	1	-1	-5	1	2	7	-8	3	-5
COc1ccc(C(=O)C2CCCN(C(=O)CCC3=NNC(=O)CC3)C2)c(C)c1 (stereo not drawn)	0	-9	0	4	2	0	16	-25	3	0
CC(=O)c1cc(C#N)c(SCC(=O)C(C)(C)C)nc1C	4	-1	3	10	38	-3	-148	-138	-5	1
Cc1cc(NC(=O)C23CC4CC(CC(C4)C2)C3)n[nH]1	9	-8	0	0	0	-11	-6	-24	11	-1
CCN1CCc2c(C#N)c(N3CCOCC3)nc(N3CCOCC3)c2C1	10	0	2	-7	-7	-3	-9	-3	6	-10
COc1ccc(C)cc1NC(=O)C1CCN(S(=O)(=O)c2cccc3nonc23)CC1	0	-10	-1	0	-1	/	1	20	0	-7
CCCN(CCC)C(=O)c1cc([N+](=O)[O-])cc2c1-c1ccc([N+](=O)[O-])cc1C2=C(C#N)C#N	1	1	3	8	26	0	0	-52	3	/
OCC1(Cc2ccccc2C(F)(F)F)CCN(Cc2ccc3c(c2)CCO3)CC1	2	9	1	-1	-12	-1	-14	-20	2	-2
Cc1cccc(OCC(=O)Nc2ncn[nH]2)c1C	-2	1	2	-7	8	0	-38	-26	?	10
Cc1ccc2c(CC(=O)OC3CCOC3=O)coc2c1 (stereo not drawn)	0	3	-2	-7	17	0	12	2	5	6
COc1ccccc1N1C(=O)C(Cl)=C(N2CCCC2)C1=O	5	2	-3	-1	6	-2	14	-31	-5	9
CCOC(=O)c1c(C)c(C(=O)NCc2ccco2)c(C)n1Cc1ccccc1	2	-6	-4	7	14	3	-14	-30	12	-3
O=C(c1cc(COc2ccc(F)cc2F)on1)N1CCOCC1	0	-3	-6	9	17	1	-124	-97	4	2
CCO[C@@H]1OC(C(=O)NCc2ccccc2)=C[C@H](C)[C@H]1CCCO	-3	11	7	-2	-7	1	16	-3	-1	-4
CCCCCC1=NN2C(=O)CC(=O)N=C2S1	-1	0	5	-5	-11	3	0	-16	-3	-7
Cc1ccccc1N(C(=O)c1snc(C(N)=O)c1N)C(C(=O)NCC1CCCO1)c1ccc(N(C)C)cc1 (stereo not drawn)	-1	6	1	4	3	4	-2	-25	2	4
CSc1nsc(/C=C/Nc2ccc(O)cc2C)c1C#N	0	-3	1	5	21	2	7	-33	2	1
O=C(COc1ccc(Cl)cc1Cl)Nc1ccc(S(=O)(=O)NC2=NCCCCC2)cc1	1	-5	1	3	-3	1	-12	-14	-10	-3

Arranged by value in GSK3B inh (high to low): 3 of the compounds above
SMILES	GSK3A inh	HSP90 inh	HSF1 inh	HSF-1 act	GSK3B inh	aSyn UTR inh	KLF5 inh	Platelet DG rel	Dyrk1A ADPGlo
CC(=O)Nc1ccc(NC(=O)C(C)Oc2ccc(Cl)cc2Cl)cc1 (stereo not drawn)	-1	-5	11	27	4	12	-16	2	-2
O=C(COc1ccc(Cl)cc1Cl)Nc1ccc(S(=O)(=O)NC2=NCCCCC2)cc1	1	1	3	-3	1	-12	-14	-10	-3
Cc1ccc2c(CC(=O)OC3CCOC3=O)coc2c1 (stereo not drawn)	0	-2	-7	17	0	12	2	5	6

Other compounds.
SMILES	GSK3A inh	IEC-6 tox	HSP90 inh	HSF1 inh	HSF-1 act	GSK3B inh	aSyn UTR inh	KLF5 inh	Platelet DG rel	Dyrk1A ADPGlo
O=C(COC(=O)CCCc1nc2ccccc2s1)Nc1ncc(Cl)cc1Cl	-2	-2	5	-4	-17	3	-15	-9	3	4
O=C(Nc1ccc(OCc2ccccc2)cc1)c1cccs1	0	11	3	-2	40	3	-158	-85	3	-5
Cc1ccc(/C=C/C(=O)NCCCN2CCN(CCCNC(=O)/C=C/c3ccc(C)cc3)CC2)cc1	1	2	2	3	16	6	22	-16	-12	-1
Cc1ccc2nsnc2c1S(=O)(=O)NCc1ccncc1	-1	-5	1	-1	-14	-1	-19	-23	3	3
Cc1csc(SCC(=O)NC(=O)NC(C)C)n1	-2	2	-1	3	15	2	-7	-18	-5	2
COc1ccc(C(=O)Oc2ccc(-c3nnco3)cc2)cc1S(=O)(=O)N1CCOCC1	3	/	/	5	8	3	-7	/	-6	34
Cc1cccc(C(=O)NCCNC(=O)c2cnccn2)c1	-1	2	2	3	8	2	-12	-23	-21	8
Nc1nc(N2CCN(c3ccc(Cl)cc3)CC2)n[nH]1	0	4	-6	-4	-6	3	5	-10	-2	4
O=C(NCCCN1CCOCC1)c1cc(C(=O)C2CCCCC2)c[nH]1	/	-1	-1	-5	-16	2	10	-16	1	/
CSc1nc(NS(=O)(=O)c2ccc(F)cc2F)nn1C	-3	-4	-3	1	0	-3	23	-21	-1	-4
NS(=O)(=O)c1ccc(N/C=C\C(=O)c2ccc3ccccc3c2)cc1	-1	-3	2	0	13	0	-30	17	27	-7
CC(C)CC(NS(=O)(=O)c1ccc2[nH]c(=O)c(=O)[nH]c2c1)C(=O)O (stereo not drawn)	-1	1	1	-7	-10	0	-9	-18	6	-3
Cc1ccc(/C=N/n2cnc3sc(-c4ccccc4)cc3c2=O)o1	0	2	0	7	33	-2	-109	-60	3	-1
Cc1cc(Cl)c(S(=O)(=O)NCc2cccnc2)cc1OCC(=O)NC1CCCCC1	2	-2	0	3	5	7	-10	-23	-4	-2
O=C(O)c1ccccc1C(=O)NCCc1c(C(=O)O)[nH]c2ccc(F)cc12	-3	4	4	0	1	2	12	-12	-1	7
Cc1ccc(C(=O)NC(=S)Nc2ccc(S(=O)(=O)N(C)c3ccccc3)cc2)cc1	1	-2	2	/	/	2	/	-19	/	3
Cc1ccc(S(=O)(=O)N2CC=C(c3ccc(F)cc3)CC2)cc1	-4	-2	-2	1	-5	-4	24	23	9	2
c1ccc(CSc2ncnc3c2cnn3Cc2ccccc2)cc1	-3	-6	0	3	12	1	35	3	-1	-2
CCCN(CCC)c1nc(N)c(C#N)c(CC#N)c1C#N	/	4	6	79	115*	-6	29	-7	2	-1
CCOc1ncccc1C(=O)N(C)CC(=O)Nc1ccc(F)cc1	1	0	-2	4	-12	-13	21	-17	-9	-4
CCCc1cc(=O)[nH]c(SCC(=O)c2cc(C)n(CC(F)(F)F)c2C)n1	/	-4	0	2	-8	-3	1	-8	-9	/
CN(C)C(=O)CCCc1nc(-c2ccc(Cl)cc2)no1	-5	-3	2	14	21	3	-111	-124	-2	4

From PubChem
